Source: PubChem (several laboratories)
PMI inhibitors – inhibitors of human PMI, primary screen, biochemical, fluorescence intensity, coupled assay (AID 1209); purified PMI enzyme, coupled fluorescence intensity; higher % means a stronger effect; inhibition, % at 20 µM; hits with a dose series show IC50 in µM; 190,000 tested, 0.42% active; in the data active = inhibition above about 50%;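 also: plate controls were DMSO vehicle for no effect and wells lacking substrate for full effect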
Myeloid diff MLP – compounds promoting myeloid differentiation | ER-HoxA9 myeloid progenitors, lysozyme-GFP differentiation, flow cytometry | calls only at 10 µM | 360,000 tested, 1% active | AID 624256;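 active = normalized GFP-positive differentiation at or above the plate's own cutoff, the solvent-only control mean plus 3 SD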;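 also: cells exposed to compound for four days before flow analysis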
Insulin prom up – MIN6 insulin promoter up-regulation; 190,000 tested, 0.3% active; z-score at 5 µM; MIN6 insulin promoter-GFP reporter, high-content imaging; stronger effect = higher value;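 active = z-score above 3 at 5 µM with at least 500 cells counted in the well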
bCat nuc transl – alters nuclear translocation of beta-catenin in HeLa cells. immunofluorescence imaging. nuclear translocation activity, % at 5 µM. 190,000 tested, 0.3% active;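 active = nuclear translocation activity above 50% at 5 µM, with a well cell count of 50 or more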;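 also: per-cell ratio of nuclear to cytoplasmic median beta-catenin stain intensity; plate controls were DMSO negative control for no effect and GSK-3 inhibitor IX positive control for full effect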
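Technique: fluorescence imaging of beta-catenin antibody stain plus DAPI / Material: human HeLa cell line / Incubation: compound treatment 24 h, 37°C, 5% CO2 / Read-out basis: % activation of per-cell nuclear versus cytoplasmic median beta-catenin signal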
TNAP activation fold – human TNAP enzyme activators, primary screen, biochemical, luminescent, no phosphate acceptor, uHTS (AID 1001); purified TNAP, luminescent activation assay, no phosphate acceptor; higher activation fold means a stronger effect; one-dose activation fold at 20 µM; EC50 in µM for titrated hits; 200,000 tested, 0.03% active; in the data active = activation fold from about 3, or a potency from the dose series; inactive = the rest, 99 in 100 with activation fold below about 1.6; also: many of its hits are not listed in these tables
MT stabilizer – microtubule stabilizers in HeLa cells; 200,000 tested, 0.83% active; HeLa tubulin immunostaining HCS, 24 h; share of cells brighter than vehicle mean+2SD; AID 2205; % tubulin-high responders, % at 10 µM;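 active = plate Z-score above 3 for both tubulin-high and condensed-nucleus cell shares, with cell loss under 80%, at 10 µM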;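 also: anti alpha tubulin signal scored within the nucleus-defined area of each cell; some results filed as inactive read as strong as hits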
Dynein cargo inh – dynein cargo transport inhibition | 3617.4 mouse cells, GR-EGFP nuclear translocation imaging; test concentration mostly 20 µM; stimulated with dexamethasone, 1 µM; stronger effect = lower value | z-score, hits read low | 220,000 tested, 0.47% active | AID 1381;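 active = plate z-score of nuclear minus cytoplasmic receptor signal below a set negative limit, without overly bright fluorescence or cell loss, cut at about -3.5 in these data, passing the limit was not always enough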;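 also: z-score of nuclear minus cytoplasmic ring GR-EGFP intensity difference per well; some compounds called inactive have numbers as strong as hits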
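medium = tetracycline-free induction medium containing charcoal-stripped FBS | also added = 1.0 µM final dexamethasone stimulus | schedule = 48 h induction, 1 h compound, 30 min dex at 37 °C | technique = fixed, Hoechst-stained cells imaged at 10x for EGFP | measure = GR-EGFP nuclear translocation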
Hep lipid drop – hepatic lipid droplet formation modulation. AML12 mouse hepatocytes, oleate lipid droplets, BODIPY imaging. inhibition, % at 6.5 µM. 240,000 tested, 0.4% active. AID 1656;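 active = lipid droplet intensity inhibited by at least 50%, with more than 500 cells counted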
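Material: mouse AML12 hepatocyte cell line, fixed after treatment; Timing: compound with oleate, overnight; Technique: high-content imaging of BODIPY-stained droplets and DAPI nuclei; Probe or stimulus: oleate, 100 µM final; Dosing: compound at 6.5 µM only.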
T cell modulator – T cell immune modulation candidate. 2C CD8+ T cell-vesicle binding, flow cytometry; stronger effect = lower value. calls only at 7 µM. 330,000 tested, 0.068% active;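 active = response, share of CD8 T cells binding vesicles, and their 90th percentile fluorescence all below set limits, cut at about 80% in these data, passing the limit was not always enough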
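Assay system – 2C mouse CD8+ T cells · Also added – QL9-loaded Drosophila micro-vesicles · Timing – Cell–vesicle co-incubation 1.5 h at 37 °C, staining 20 min on ice · Signal – flow cytometry of vesicle-bound cells · Measure – percent CD8+ FL2 mean versus row control · Controls – Peptide-free naked vesicles (low) and QL9 vesicles with 0.7% DMSO vehicle (high)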
Dynein cargo inh cytoplasmic EGFP – second read-out of Dynein cargo inh, no call of its own (marks repeat the call); z-score; measured here: cytoplasmic GR-EGFP intensity; stronger effect = higher value
Dynein cargo inh nuclear GR-EGFP – further read-out of Dynein cargo inh, marked with its call; z-score; measured here: nuclear GR-EGFP intensity;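 lower value marks the stronger effect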
Dynein cargo inh cell count – further read-out of Dynein cargo inh, marked with its call; z-score; measured here: cell count per field
Insulin prom up cell count – further read-out of Insulin prom up, marked with its call; cell count; measured here: cytotoxicity, nuclei count;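 total cells summed across four imaged fields per well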
Hep lipid drop cells 6.5 µM – also measured in Hep lipid drop; calls as there; cell count; measured here: cell count, cytotoxicity flag;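 cells counted across two imaged fields per well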
bCat nuc transl cell count 5 µM – also measured in bCat nuc transl; calls as there; cell count; measured here: cell count, cytotoxicity flag
T cell modulator vesicle-bound % – also measured in T cell modulator; calls as there; double positive events, %; measured here: CD8+ vesicle-bound cell fraction;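 binding gate set so that unloaded-vesicle control wells show 10% double positive cells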
MT stabilizer Hoechst-high % – further read-out of MT stabilizer, marked with its call; % Hoechst-high responders; measured here: nuclear condensation Hoechst responders;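 share of cells brighter than vehicle mean plus two SD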
MT stabilizer cytotoxicity % – further read-out of MT stabilizer, marked with its call; toxicity, %; measured here: cytotoxicity by cell density;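 0% = mean cell density of plate MIN control wells and 100% = no cells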
Myeloid diff MLP GFP+ MAC1+ % – second read-out of Myeloid diff MLP, no call of its own (marks repeat the call); GFP+ MAC1+ double positive, %; measured here: differentiation confirmed by MAC1 staining
Starred values were filed as active, the others as inactive; i = inactive; / = no result given; + = active, no number.

SMILES	PMI inhibitors	Myeloid diff MLP	Myeloid diff MLP GFP+ MAC1+ %	Insulin prom up	Insulin prom up cell count	bCat nuc transl	bCat nuc transl cell count 5 µM	TNAP activation fold	MT stabilizer	MT stabilizer Hoechst-high %	MT stabilizer cytotoxicity %	Dynein cargo inh	Dynein cargo inh cytoplasmic EGFP	Dynein cargo inh nuclear GR-EGFP	Dynein cargo inh cell count	Hep lipid drop	Hep lipid drop cells 6.5 µM	T cell modulator	T cell modulator vesicle-bound %
COc1cccc(C(=O)Cn2c(Br)nc3c2c(=O)n(C)c(=O)n3C)c1	10.6%	i	1.2	0.89	937	-0.9	1155	1.1	4.6	2.2	6.5	1.41	0.00165	1.23	-0.0476	/	/	i	27.8
O=C(Nc1c2c(nc3ccccc13)CCCC2)c1ccccc1F	7.7%	i	3.2	0.4	1450	0.7	1024	1.1	3.7	3.9	0.2	-0.432	-0.207	0.376	0.157	-26.1	658	i	6.7
COc1cccc(/C=N/NC(=O)C(=O)Nc2ccccc2OC(F)(F)C(F)F)c1O	-0.7%	+	9.8*	-0.62	853	3.5	654	2	6.7	1.5	26.5	0.0435	-0.221	0.171	0.0979	-19.3	551	i	43.2
CC1CCN(C(C)C(=O)Nc2ccccc2-c2ccccc2)CC1 (stereo not drawn)	6.1%	i	0.6	-0.45	1540	-1.4	1387	1.1	3.0	1.5	8.3	0.448	-0.194	-0.404	-0.0627	/	/	i	13.4
COc1ccc2cc(C(=O)OC(C)C)sc(=O)c2c1OC	-1.6%	/	/	/	/	-2.7	540	1	4.2	1.3	0.2	3.45	-0.0916	3.35	-2.83	12.0	720	i	14.3
COc1ccc(C2(C(=O)N3CCCC3)CCOCC2)cc1OC	16.2%	i	0.3	0.18	1374	0.8	968	1.1	2.8	2.3	4.8	-1.17	-0.265	0.024	0.368	-9.9	679	i	43.4
COc1ccc(Cl)cc1-c1nc(SCC(N)=O)n[nH]1	/	i	0.6	0.25	1344	1.9	1271	/	/	/	/	-0.0562	-0.219	0.0355	0.156	-15.0	692	i	51.6
O=C(N/C(=C\c1ccc([N+](=O)[O-])cc1)C(=O)N1CCCCC1)c1ccccc1Br	-11.9%	i	0.5	-0.57	1189	/	/	1	5.8	2.5	6.0	-0.858	-0.311	-0.593	0.544	-23.4	708	i	24.4
CN(CC(=O)Nc1ccc([N+](=O)[O-])cc1Br)Cc1c(F)cccc1Cl	/	i	0.3	-0.07	1484	-1.2	1117	/	/	/	/	-0.281	-0.162	-0.217	0.0841	5.7	708	i	19.8
O=C(c1c(Cl)cccc1Cl)N1CCN(c2cccc3[nH]ccc23)CC1	/	i	0.9	/	/	-1.5	1255	/	/	/	/	0.0123	-0.052	-0.0638	-0.49	3.1	737	i	32.2
COc1ccc(S(=O)(=O)Nc2ccccc2C)cc1	4.2%	i	1.9	/	/	-6.7	1113	1	34.8	5.3	58.5	0.605	-0.177	0.0355	-0.132	1.8	797	i	2.4
CSCCC(N=C(NS(=O)(=O)c1ccccc1)c1ccccc1)C(=O)O (stereo not drawn)	/	i	0.7	-0.09	1054	0.7	1322	/	/	/	/	1.12	-0.132	0.457	-1.71	32.2	676	i	27.7
COc1nnc(-c2ccccc2)s1	3.2%	i	1.3	0.36	1177	/	/	1.1	1.6	2.1	4.5	-0.392	-0.277	-0.54	0.502	4.1	742	i	53.4
Cc1cc(OCC(=O)O)c2cccc(C)c2n1	-8.0%	i	0.7	-1.4	1053	-0.4	1147	1	3.8	3.1	8.3	0.278	-0.346	0.515	-0.349	/	/	i	10.6
O=S1(=O)CCC(NC(=S)N2CCOCC2)C1 (stereo not drawn)	5.5%	i	0.3	0.44	1298	0.9	819	1	2.8	1.6	4.0	-0.179	-0.248	-0.349	0.819	5.8	651	i	42.5
Nc1nc(N2CCN(c3ccc(Cl)cc3)CC2)n[nH]1	0.9%	i	0.2	1.62	1544	0.2	1450	1	3.5	1.7	1.8	-0.323	-0.317	-0.0521	0.751	-10.0	608	i	53.7
CCOc1ccc(S(=O)(=O)n2nnc3ccccc32)cc1C	7.0%	/	/	/	/	-2.1	1129	1.1	2.7	2.3	4.0	-0.286	0.266	0.286	0.639	-1.5	635	i	49.8
COc1ccc(C2CCCN2C(=S)Nc2c(C)cccc2C)cc1OC (stereo not drawn)	2.3%	i	0.5	-0.17	1352	-0.5	1102	1.1	3.5	2.1	4.3	0.89	-0.21	0.585	-0.798	1.0	719	i	26.8
COc1cc(/C=C/C(=O)Oc2coc(CSc3ncccn3)cc2=O)cc(OC)c1OC	-26.5%	i	0.1	0.3	1254	4.8	1062	0.9	2.1	2.1	2.8	0.158	-0.208	0.00976	-0.0476	-15.8	706	i	41.6
CCOc1ccc(NC(=S)NNc2ccnc3cc(Cl)ccc23)cc1	45.1%	i	0.1	-2.53	749	1.8	1176	1.1	1.6	2.9	7.5	1.22	-0.126	0.81	-1.79	-4.4	707	i	35.4
Cc1ccc(C)c(N2CCN(C(=O)c3csc4ccccc34)CC2)c1	12.7%	i	1.0	0.4	1401	4.9	1052	1.1	3.4	2.2	15.3	-0.716	-0.251	-0.502	0.669	2.0	685	i	45.0
Cc1ccc(NC2=NC(c3ccc(F)cc3)n3c(nc(C)cc3=O)N2)cc1 (stereo not drawn)	/	i	0.2	0.01	1082	1.4	1310	/	/	/	/	-0.0549	-0.279	-0.137	0.434	3.4	748	i	35.7
C/C(CC(=O)Nc1cccc2c1CCCC2)=N\NC(=O)c1cccc2ccccc12	18.2%	i	0.7	0.07	1394	-0.9	847	1.2	5.6	1.1	12.4	0.4	-0.221	0.308	0.422	-10.2	680	i	33.6
O=C1c2ccccc2C(=O)N1Cc1cc(-c2ccccc2Cl)no1	10.9%	i	12.7	0.2	1551	-0.4	1325	1.1	1.4	1.8	9.1	-0.0385	-0.215	0.196	-0.0908	/	/	i	23.3
COc1ccc(NC(=O)c2csc3c2CCCC3)cc1	14.1%	i	0.1	0.11	1820	-0.5	1142	1.1	3.2	1.9	5.5	-0.405	-0.145	-0.378	-0.424	-1.7	654	i	7.9
O=C(N1CCCCC1)N1CCN(S(=O)(=O)c2ccc(Cl)cc2)CC1	/	i	0.3	0.1	1565	0.2	1517	1	2.8	1.7	5.9	-0.144	-0.192	-0.21	-0.281	-13.9	659	i	51.0
NNC(=O)c1snnc1-c1ccccc1	/	i	0.4	/	/	-1.0	1338	/	/	/	/	0.178	-0.267	0.616	-0.113	2.0	758	i	34.8
CC(C)c1ccc(NC(=O)C[n+]2ccn(C3=C([O-])c4ccccc4C3=O)c2)cc1	8.2%	i	0.3	0.48	1187	-1.7	1080	1.1	4.3	2.5	5.2	0.278	0.491	0.994	-1.84	-8.9	668	i	5.7
O=S(=O)(/C=C/c1ccccc1)NC1CCCCCC1	1.1%	i	0.1	1.32	1479	0.3	1582	1	1.9	3.1	6.0	-0.346	-0.278	0.128	0.182	/	/	i	31.3
COC(=O)c1sc(NC(=O)C2c3ccccc3Oc3ccccc32)c(C(=O)OC)c1C	5.9%	i	0.2	-0.21	1341	-0.7	1060	1.3	1.6	3.6	3.2	-0.463	-0.0753	-0.479	0.53	0.9	682	i	45.0
Cc1ccc(SCCNC(=O)/C=C/c2ccc(Cl)cc2)cc1	-9.0%	i	0.5	-0.24	1393	-0.1	1064	1.1	2.8	3.4	3.2	0.115	-0.25	0.132	0.0439	2.0	667	i	3.5
COc1cc(-c2nc3ccc4ccccc4c3c3c2CCC3)cc(OC)c1O	22.5%	i	0.1	-1.22	1341	-0.5	1056	1.1	4.1	3.8	10.8	-0.0871	-0.297	-0.228	0.749	-1.2	675	i	18.0
CCOC(=O)C1CCN(C(=O)c2ccccc2NS(=O)(=O)c2ccc(F)cc2)CC1	6.2%	i	0.4	-0.15	1505	0.0	1063	1	3.9	2.0	8.1	-0.174	-0.229	-0.00929	0.0979	6.7	617	i	43.2
Cc1nnc(N2C(=O)c3cccc4cccc(c34)C2=O)s1	0.5%	i	0.9	0.36	953	/	/	1.1	1.1	1.5	17.4	-0.163	-0.16	-0.325	-0.116	11.8	832	i	46.2
Cc1c(=O)n(OCc2ccccn2)c2ccccc2[n+]1[O-]	8.5%	i	1.5	1.21	770	3.6	1082	1.1	2.6	1.8	2.2	2.85	0.345	1.38	-0.806	0.8	780	i	39.6
NC(=O)CN1C(=O)C2C3C=CC(C3)C2C1=O (stereo not drawn)	12.1%	i	0.7	1.68	1547	-1.1	998	1	6.0	3.7	8.2	0.835	-0.188	0.511	-1.71	16.9	659	i	32.4

Rows are unselected; about 3% have a hit in one of these screens.
